M1 ag = activates human CHRM1 receptor | CHO-K1 hM1, Fluo-8 calcium fluorescence, agonist mode; 0% DMSO, 100% acetylcholine EC100 | activation, % at 3 µM | actives 0.33% (n = 360,000) | AID 588814;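 active = activation above the run's mean compound activation plus 3 SD, cut at about 16% in these data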;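 also: peak over basal fluorescence ratio within a 140 s kinetic read after compound addition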
Target sequence (P11229 whole entry, looked up): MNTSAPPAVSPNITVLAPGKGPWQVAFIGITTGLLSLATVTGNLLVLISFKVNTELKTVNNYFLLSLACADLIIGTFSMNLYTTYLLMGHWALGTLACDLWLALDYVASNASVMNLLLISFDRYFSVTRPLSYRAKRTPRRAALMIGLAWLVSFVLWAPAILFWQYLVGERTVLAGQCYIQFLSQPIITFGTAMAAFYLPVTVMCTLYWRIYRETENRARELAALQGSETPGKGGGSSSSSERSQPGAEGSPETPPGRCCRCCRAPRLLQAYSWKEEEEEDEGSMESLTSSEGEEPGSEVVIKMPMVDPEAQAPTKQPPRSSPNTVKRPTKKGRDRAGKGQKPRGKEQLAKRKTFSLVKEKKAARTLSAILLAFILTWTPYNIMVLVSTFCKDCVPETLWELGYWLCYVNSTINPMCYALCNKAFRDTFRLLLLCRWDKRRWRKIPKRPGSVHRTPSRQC
TAAR1 antagonist = human TAAR1 antagonism; Q96RJ0; CHO RD-HGA16 TAAR1, Fluo-8 calcium fluorescence, antagonist; inhibition, % at 3 µM; actives 1.5% (n = 360,000); AID 624466;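 active = inhibition above a per-plate cutoff, the mean inhibition of test compounds on that plate plus 3 SD, cut at about 49% in these data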;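 also: 0% = DMSO plus EC80 beta-PEA response and 100% = DMSO alone without agonist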
Target sequence (Q96RJ0 whole entry, looked up): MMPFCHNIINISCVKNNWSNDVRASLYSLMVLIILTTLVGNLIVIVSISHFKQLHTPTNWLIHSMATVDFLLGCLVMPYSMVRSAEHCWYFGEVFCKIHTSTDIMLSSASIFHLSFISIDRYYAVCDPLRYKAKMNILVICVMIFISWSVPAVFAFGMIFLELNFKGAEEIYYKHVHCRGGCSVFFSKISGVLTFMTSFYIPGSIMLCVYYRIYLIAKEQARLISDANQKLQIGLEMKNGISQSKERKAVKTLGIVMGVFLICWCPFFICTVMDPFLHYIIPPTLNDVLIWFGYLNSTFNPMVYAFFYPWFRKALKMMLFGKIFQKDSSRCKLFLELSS
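System: RD-HGA16 CHO cells with stable hTAAR1 and Gα16 | Probe or stimulus: EC80 β-phenethylamine stimulus | Dosing: 3 µM, single point | Times: Dye loading 75 min at 37 °C, then 30 min room temperature | Measured by: Fluo-8 calcium-sensitive fluorescence | Read-out basis: % inhibition of agonist calcium response | Replicates: n of 1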
TAAR1 ag = agonists of human TAAR1; Q96RJ0; activation, % at 3 µM; actives 0.99% (n = 360,000); CHO RD-HGA16 TAAR1, Fluo-8 calcium fluorescence; vehicle wells 0%, saturating PEA agonist 100%;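 active = activation above the mean activation of all test compounds in the run plus 3 SD, cut at about 38% in these data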
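Assay system: CHO-derived RD-HGA16 cells with stable Gα16 and human TAAR1; timing: 17-24 h seeding, 75 min 37 °C dye, 30 min RT; read-out: % activation from peak over basal fluorescence ratio, DMSO-to-PEA scaled; measured by: kinetic Fluo-8 calcium fluorescence; benchmarks: low control DMSO, high control PEA (EC100); doses: 3 µM single concentration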
CHO-K1 Ca ag = M1 agonist counterscreen hit in parental CHO-K1 cells | Fluo-8 calcium fluorescence; scaled to maximal ATP response, vehicle zero | activation, % at 3 µM | actives 0.48% (n = 360,000) | AID 602248; in the data active = activation above about 15%;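 also: untransfected CHO-K1 host cells lacking M1 receptor as counterscreen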
CHRM1 PAM = human CHRM1 positive allosteric modulation; actives 0.088% (n = 360,000); AID 588819; activation, % at 3 µM; P11229; CHO-K1 hM1, Fluo-8 calcium fluorescence, ACh EC20; 0% = ACh EC20, 100% = maximal ACh; in the data active = activation above about 19%, passing the limit was not always enough
M1 PAM parental = counter-screen for M1 PAMs: effect in parental CHO-K1 cells. actives 0.02% (n = 360,000). activation, % at 3 µM. ATP EC20, Fluo-8 calcium fluorescence; 0% at ATP EC20, 100% at ATP max;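 active = activation above the run cutoff, the mean activation of all test compounds plus 3 SD, cut at about 40% in these data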;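 also: peak over basal fluorescence ratio in a 140 s read after ATP addition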
CHO-K1 Ca antag = M1 antagonist counterscreen hit in parental CHO-K1 cells; actives 0.6% (n = 360,000); AID 602250; inhibition, % at 3 µM; ATP-induced calcium, Fluo-8 fluorescence;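 active = inhibition above a per-plate cutoff, the plate's mean sample inhibition plus 3 SD, cut at about 24% in these data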;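 also: 0% = DMSO plus EC80 ATP and 100% = DMSO alone without ATP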
CHRM1 antagonist = blocks human M1 muscarinic receptor | CHO-K1 hM1, Fluo-8 calcium fluorescence, ACh EC80 antagonist | inhibition, % at 3 µM | actives 1.3% (n = 360,000) | P11229;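 active = percent inhibition above its own plate's cutoff, namely the mean of that plate's compound wells plus 3 SD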;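 also: peak over basal fluorescence ratio during 140 s after agonist addition; 0% = ACh EC80 plus DMSO and 100% = DMSO alone without agonist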
CHO parental Ca = signal in parental CHO cells, OX1R antagonist counter-screen; AID 463079; parental CHO-K1, ATP-induced calcium, Fluo-8 fluorescence; actives 0.63% (n = 330,000); inhibition, % at 5.6 µM;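 active = inhibition above that plate's mean sample inhibition plus 3 SD, cut at about 26% in these data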;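 also: 0% = ATP-challenged DMSO wells and 100% = DMSO wells without ATP; some compounds past the cut are filed as inactive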
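Test system: parental CHO cells; detection: calcium-sensitive Fluo-8 fluorescence; evaluation: percent inhibition of calcium signal; also added: ATP as calcium-mobilizing challenge; repeats: one well per compound; control set: ATP-challenged DMSO wells low, unchallenged DMSO wells high; compound: single nominal dose of 5.6 µM per compound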
The depositor's hits bear a star; . = not tested or not shown.

1: O=C(NCCc1cn[nH]c1)C1CCC(=O)N(CCc2cccc(F)c2)C1 (stereo not given)
2: O=C(COC(=O)/C=C/c1cccc(F)c1)NC1CCCCCC1
3: c1ccc(Cn2nnc3cnccc32)cc1
4: Cc1cnc(C(=O)OCC(=O)N(C)CC(=O)Nc2ccccc2Cl)cn1
5: O=C(Nc1nnc(-c2ccccc2)o1)c1cc(Cl)sc1Cl
6: C[C@H](NC(=O)OC(C)(C)C)C(=O)NCC1CCC(C(=O)N[C@@H](Cc2ccccc2)C(=O)O)CC1 (stereo not given in full)
7: COc1cc(CCCN2C(N)=NC[C@@H]2Cc2ccccc2)cc(OC)c1OC
8: CN(C(=O)c1cccc(NC(=O)Cc2ccc(NC(=O)C3CCN(C(=O)C4CCCC4)CC3)cc2)c1)C1CC1
Screen / compound no.	1	2	3	4	5	6	7	8
M1 ag	-3	-1	-7	-2	-8	-3	-10	-4
TAAR1 antagonist	-4	54*	-18	-16	-23	-7	16	0
TAAR1 ag	2	64*	1	1	2	14	12	-1
CHO-K1 Ca ag	1.8	-0.2	0.6	0.1	0.5	1.4	-0.1	0.8
CHRM1 PAM	10	2	5	7	7	12	1	8
M1 PAM parental	16	15	18	0	15	-3	1	15
CHO-K1 Ca antag	-16	-13	-11	0	-9	-11	-9	-15
CHRM1 antagonist	-11	-4	3	-6	-8	-15	12	-12
CHO parental Ca	2	-2	-13	0	-6	0	-16	.

Full records from above.
Profile of C[C@H](NC(=O)OC(C)(C)C)C(=O)NCC1CCC(C(=O)N[C@@H](Cc2ccccc2)C(=O)O)CC1 (stereo not given in full) : M1 ag: -3; TAAR1 antagonist: -7; TAAR1 ag: 14; CHO-K1 Ca ag: 1.4; CHRM1 PAM: 12; M1 PAM parental: -3; CHO-K1 Ca antag: -11; CHRM1 antagonist: -15; CHO parental Ca: 0
Profile of O=C(COC(=O)/C=C/c1cccc(F)c1)NC1CCCCCC1 : M1 ag: -1; TAAR1 antagonist: 54*; TAAR1 ag: 64*; CHO-K1 Ca ag: -0.2; CHRM1 PAM: 2; M1 PAM parental: 15; CHO-K1 Ca antag: -13; CHRM1 antagonist: -4; CHO parental Ca: -2

The listing continues:
9: COc1ccccc1C(=O)Nc1cccc(NC(=O)c2ccccc2C)c1
10: CCOc1ccc(NC(=O)c2cc3n(n2)C(C(F)(F)F)CC(c2ccco2)N3)cc1 (stereo not given)
11: CN(C)c1ccc(CNC(=O)C2Cc3c(-c4ccccc4Oc4ccccc4)ccnc3O2)cc1 (stereo not given)
12: CN(C(=O)c1ccnn1C)C1CCCN(Cc2ccccc2F)C1 (stereo not given)
13: COc1ccc(NC(=O)c2ccccc2SC)cc1
14: O=C(/C(=C(\O)c1ccccc1)c1ncc[nH]1)c1ccccc1
15: CCN1CCN(c2c(Cl)cccc2NC(=O)c2cccs2)CC1
16: COc1cccc(C(c2c(NC(=O)c3ccco3)sc(C)c2C)N2CCOCC2)c1 (stereo not given)
Screen / compound no.	9	10	11	12	13	14	15	16
M1 ag	-5	-5	-5	-4	-7	-4	-5	-2
TAAR1 antagonist	29	18	-12	6	7	2	-17	-12
TAAR1 ag	1	6	-2	0	4	-1	3	1
CHO-K1 Ca ag	2.5	0.5	-0.6	0.8	0.7	0.0	0.7	0.8
CHRM1 PAM	-2	0	9	8	12	4	0	5
M1 PAM parental	1	4	2	10	20	13	8	20
CHO-K1 Ca antag	-6	11	-4	-5	-6	-11	-7	-8
CHRM1 antagonist	-5	5	-18	-8	-16	1	1	-6
CHO parental Ca	.	12	.	.	5	5	-15	-22

17: CCN1C(=O)c2ccccc2Sc2ccc(C(=O)NCCN3CCOCC3)cc21
18: COc1ccc(-c2nc3cnccn3c2Nc2ccc3c(c2)OCO3)cc1
19: CCCCC(=O)Nc1cccc(C(=O)N/N=C/c2ccc(OC)cc2OC)c1
20: Cc1c(C#N)c2ncnc(N)c2n1-c1ccccc1
21: C=CCC1NCCc2c(Br)cccc21 (stereo not given)
22: N#Cc1c(N)c2ccccn2c1C(=O)c1ccc(Br)cc1
23: O=C(Nc1ccc(N2CCOCC2)cc1)c1cccc2c(-c3ccc(F)c(F)c3)coc12
24: CCCC(=O)NCCc1cc(OC)c(OC)cc1Br
Screen / compound no.	17	18	19	20	21	22	23	24
M1 ag	-6	-5	-4	-2	-13	-2	-3	-6
TAAR1 antagonist	-6	-27	6	3	18	-7	7	-17
TAAR1 ag	0	-3	4	2	17	1	0	8
CHO-K1 Ca ag	1.3	-0.1	1.8	0.8	0.6	0.0	0.0	0.1
CHRM1 PAM	2	1	-6	2	5	11	-2	3
M1 PAM parental	10	16	10	17	20	13	-10	6
CHO-K1 Ca antag	3	-4	-1	-3	-8	-9	11	1
CHRM1 antagonist	3	-7	5	-15	-5	-11	2	-5
CHO parental Ca	-9	-6	-16	-15	-14	-30	.	-7

25: CCN(/N=C/c1ccccc1)c1cc(=O)n(C)c(=O)[nH]1
26: O=C(Nc1ccc(Nc2ccccc2)cc1)c1ccc(Cl)cc1[N+](=O)[O-]
27: CC1(C)CCC/C(=C\c2ccccc2)C1=O
28: Cc1noc(NC(=O)c2ccccc2)c1C#N
29: CCCc1cc(=O)oc2cc(Oc3ncccn3)ccc12
30: COc1ccc(C(C)=O)cc1CSc1nc2ccccc2c(=O)n1-c1ccccc1C
31: CCN(CC)/C(N)=N/c1nc(C)cc(C)n1
32: NC(c1ccc(F)c(F)c1)c1nc(-c2cc(F)cc(F)c2)cs1 (stereo not given)
Screen / compound no.	25	26	27	28	29	30	31	32
M1 ag	-7	-5	-2	-1	-3	-7	-8	-5
TAAR1 antagonist	8	9	-11	-7	6	-27	-8	-9
TAAR1 ag	1	4	13	2	1	3	1	2
CHO-K1 Ca ag	1.1	4.2	0.4	1.0	2.4	0.7	0.7	5.8
CHRM1 PAM	12	5	11	-4	10	4	3	4
M1 PAM parental	17	24	0	0	19	19	6	7
CHO-K1 Ca antag	-1	-9	1	-2	-1	-15	-13	13
CHRM1 antagonist	-13	-5	-8	7	-15	-11	-7	-5
CHO parental Ca	-1	-11	-8	2	-7	-29	6	.

Three structures already listed, ordered by formula weight, smallest number first.
28: Cc1noc(NC(=O)c2ccccc2)c1C#N
32: NC(c1ccc(F)c(F)c1)c1nc(-c2cc(F)cc(F)c2)cs1 (stereo not given)
26: O=C(Nc1ccc(Nc2ccccc2)cc1)c1ccc(Cl)cc1[N+](=O)[O-]
Screen / compound no.	28	32	26
M1 ag	-1	-5	-5
TAAR1 antagonist	-7	-9	9
TAAR1 ag	2	2	4
CHO-K1 Ca ag	1.0	5.8	4.2
CHRM1 PAM	-4	4	5
M1 PAM parental	0	7	24
CHO-K1 Ca antag	-2	13	-9
CHRM1 antagonist	7	-5	-5
CHO parental Ca	2	.	-11

Following part.
33: Cc1ccc(S(=O)(=O)Cn2nnnc2C(CC(C)C)N2CCC(C(N)=O)CC2)cc1 (stereo not given)
34: CCOC(=O)C1=C(C)N=c2s/c(=C3\C(=O)Nc4ccccc43)c(=O)n2C1c1ccc2c(c1)OCO2 (stereo not given)
35: O=c1[nH]c2ccccc2c(O)c1-c1ccccc1
36: O=C(NCc1cccc(OC(F)(F)F)c1)c1cccc2c1C(=O)c1ccc(-c3ccc(F)cc3OCc3ccccc3)cc1S2(=O)=O
37: COc1ccc(C(=O)N2CCN(c3nc4ccccc4o3)CC2)cc1OC
38: Cc1ccc(CCNC(=O)C2CCCN(S(=O)(=O)c3c(C)nn(C)c3C)C2)cc1 (stereo not given)
39: CCN(CC(=O)NCc1ccc(Cl)cc1)C(=O)CCOc1ccccc1C
40: Cc1ccc(C2C=C(c3ccccc3)Nc3ncnn32)cc1 (stereo not given)
Screen / compound no.	33	34	35	36	37	38	39	40
M1 ag	-1	-2	-4	-4	0	-7	-2	-5
TAAR1 antagonist	-2	2	-11	0	-3	-18	4	7
TAAR1 ag	1	10	-1	2	3	8	-1	9
CHO-K1 Ca ag	2.0	0.4	-1.0	1.0	3.2	0.4	0.2	0.3
CHRM1 PAM	7	7	9	7	-10	2	3	6
M1 PAM parental	-8	20	15	17	-5	16	-10	14
CHO-K1 Ca antag	-10	-3	-5	-13	12	-18	3	-13
CHRM1 antagonist	4	-1	-15	3	6	-4	-5	-1
CHO parental Ca	2	-12	-17	-1	3	-27	-20	-12

41: O=C(N1CCOCC1)N1CCN(c2nc(-c3ccccc3)cs2)CC1
42: CCc1ccc(-n2ccc(=O)c(C(=O)O)n2)cc1
43: CCc1ccc(NC(=O)c2ccc(-n3cncn3)c([N+](=O)[O-])c2)cc1
44: COc1ccc(C(=O)NCC(=O)N2CCCCC2)cc1OC
45: CCC(=O)Nc1ccc(NC(=O)c2ccc3c(c2)OCO3)cc1
46: O=C1N[C@@H](Cc2ccccc2)C(=O)N2[C@H]1C[C@]1([C@]34C[C@H]5C(=O)N[C@@H](Cc6ccccc6)C(=O)N5[C@H]3N(S(=O)(=O)c3ccccc3)c3ccccc34)c3ccccc3N(S(=O)(=O)c3ccccc3)[C@H]21
47: CC(C)(C)c1ccc(C2SCC(=O)N2c2cccc(C(=O)O)c2)cc1 (stereo not given)
48: Cc1ccc(-n2nc(-c3ccco3)cc2C(=O)O)c(C)c1
49: CCOC(=O)c1cc2nc(OCC)nc(OCC)c2[nH]1
Screen / compound no.	41	42	43	44	45	46	47	48	49
M1 ag	-1	-2	3	0	-1	1	-4	-4	-2
TAAR1 antagonist	0	7	28	17	1	4	14	-33	-4
TAAR1 ag	2	-1	11	0	7	10	12	0	-1
CHO-K1 Ca ag	2.3	0.3	12	2.7	0.2	1.0	2.0	0.0	0.1
CHRM1 PAM	-3	4	-2	11	9	-2	3	-1	7
M1 PAM parental	-13	-11	5	25	6	5	-1	6	14
CHO-K1 Ca antag	-2	-13	-10	-13	-4	-10	1	-10	-7
CHRM1 antagonist	6	-5	9	-10	-8	5	0	2	-13
CHO parental Ca	.	-13	-5	12	-6	-4	-1	.	.

Screening data (PubChem BioAssay)
